High-throughput results (PubChem)
PLK1 PBD block: blocks phosphopeptide binding to human PLK1 polo-box domain. P53350. Potency, µM, without a hit: max response, negative = inhibition, actives largely listed as inhibitors. Plk1 PBD binding of FITC phosphopeptide, fluorescence polarization. 360,000 tested, 2.8% active. AID 720504; note: potency is the fitted concentration of half-maximal effect; series mostly up to about 57 µM; % is set by controls: 0 for no effect and ±100 for the full control effect; nearly all actives have a fitted effect of over 65% in size
WRN helicase inh: inhibitors of human WRN helicase; Q14191; WRN helicase unwinding, fluorescent forked duplex, kinetic; Potency, µM (top dose mostly 114 µM), for inactives: at the top dose activity change, negative = inhibition, actives largely listed as inhibitors; 360,000 tested, 0.46% active; note: potency is the fitted concentration of half-maximal effect; % is set by controls: 0 for no effect and ±100 for the full control effect; nearly all actives have a fitted effect of over 55% in size
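Kinetic fluorescence helicase assay: unwinding of a quenched forked DNA duplex (100 nM final) with 2 mM ATP final raises red fluorescence (525/598 nm). Compounds sat 15 min at room temperature with 20 nM WRN beforehand.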
EPAC1 ag: EPAC1 (human) agonism. O95398. EPAC1 agonist qHTS, biochemical assay; response scale: 100% = response to 6.5 mM cAMP. Potency, µM (series often up to 154 µM), for the others: top-dose activation, most hits filed as activators. 360,000 tested, 0.073% active. AID 720707; note: potency is the fitted concentration of half-maximal effect; nearly all actives have a fitted effect of over 60% in size
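Fluorescent GDP-exchange assay: 100 nM EPAC1 with 250 nM Rap1B preloaded with BODIPY-GDP and 50 uM GDP; compounds tested as concentration series, 5 min at room temperature, then read every 5 min for 30 min (ex 480/em 540 nm); normalized to 6.5 mM cAMP.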
EPAC2 ag: activates human EPAC2 exchange factor. Potency, µM (doses to about 154 µM), inactives show top-dose activation, most hits filed as activators. 360,000 tested, 0.079% active. EPAC2 activation, biochemical qHTS; response scale: 100% = 6.5 mM cAMP response; note: potency is the fitted concentration of half-maximal effect; nearly all actives have a fitted effect of over 50% in size
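Compounds were titrated in qHTS against a Rap1B-BODIPY-GDP (250 nM) complex with EPAC2 (100 nM) and GDP (50 uM). BODIPY-GDP release tracked at 480/540 nm over 30 min at room temperature, normalized to 6.5 mM cAMP.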
EPAC1 antag: EPAC1 (human) antagonism | EPAC1 GEF assay, Rap1b-BODIPY-GDP exchange fluorescence | 360,000 tested, 0.14% active | Potency, µM (doses to about 115 µM), without a hit: at the top dose activity change, negative = inhibition, usual class: inhibitors | O95398;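 note: potency is the fitted concentration of half-maximal effect; plate controls were vehicle for no effect and positive control for full effect; nearly all actives have a fitted effect of over 50% in size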
IL-2 act: activators of IL-2; IL-2 activation reporter assay, cell-based qHTS; stimulated with anti-CD3/CD4/CD28 beads; in transgenic mouse T cells; activation, % (series mostly up to about 46 µM); 360,000 tested, 0.065% active; AID 652025; in the data active = activation above about 50%; inconclusive = mostly about 30% to 49%; note: 0% is about no effect
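Readout: EGFP and DsRed signals by fluorescent plate cytometry. Unstimulated transgenic mouse T cells received compound 60 min before antibody-bead stimulation, then incubated 18 h at 37 degrees C.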
CCT modulator: cytosolic chaperonin activity modulation. purified chaperonin ATPase assay, HTRF ADP detection, 30 min. activity change, % (concentration not given with the values), hits read low. 360,000 tested, 0.3% active. AID 651819; in the data active = activity change below about -30%; note: % is set by controls: 0 for no effect and ±100 for the full control effect
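Enzyme 40 or 20 nM (batch-dependent) in Tris pH 7.4/KCl/MgCl2/DTT; cpd 76 uM single point; ATP 10 uM; 30 min 37 °C; Transcreener ADP HTRF detection, 30 min RT; ratio 665/615.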
PI5P4K alpha inh: PI5P4K alpha (human) kinase inhibition; AID 652105; 330,000 tested, 1.2% active; PI5P4Kalpha enzyme, ADP-Glo luminescence, 60 min; stronger effect = lower value; max response, %; active = max response of -50% or lower; inconclusive = between -30% and -50%; inactive = -30% or higher; note: value at the top dose of about 77 µM; % is set by controls: 0 for no effect and ±100 for the full control effect
Target sequence (P48426 whole entry, looked up): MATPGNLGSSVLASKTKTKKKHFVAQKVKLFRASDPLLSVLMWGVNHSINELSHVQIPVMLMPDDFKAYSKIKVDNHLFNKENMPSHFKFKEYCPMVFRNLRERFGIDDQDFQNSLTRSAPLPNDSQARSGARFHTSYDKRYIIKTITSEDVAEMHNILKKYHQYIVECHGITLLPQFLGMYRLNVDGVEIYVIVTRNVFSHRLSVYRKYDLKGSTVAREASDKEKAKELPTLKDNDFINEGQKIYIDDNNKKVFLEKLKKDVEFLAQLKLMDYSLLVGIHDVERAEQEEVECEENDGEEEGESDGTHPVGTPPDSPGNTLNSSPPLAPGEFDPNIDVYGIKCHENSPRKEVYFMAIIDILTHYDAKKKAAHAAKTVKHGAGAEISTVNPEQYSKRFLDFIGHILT
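Controls without substrate or without enzyme flank wells where PI5P4Kalpha converts substrate using 5 microM ATP (final). Incubation lasts 60 minutes at room temperature; ADP formed is read by ADP-Glo luminescence.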
An asterisk follows results filed as active; ? = inconclusive; [ ] = another dose, or the depositor's remark. Unless noted, calls come from the whole dose curve; as a rule, active = well fitted curve in the direction sought with a large enough effect; inconclusive = small, poorly fitted or top-dose-only effect, or another doubt; inactive = no such curve, though single readings can be large; an effect the other way counts as inactive or inconclusive.

SMILES	PLK1 PBD block	WRN helicase inh	EPAC1 ag	EPAC2 ag	EPAC1 antag	IL-2 act	CCT modulator	PI5P4K alpha inh
Cn1ccnc1SCC(=O)Nc1ccc(SC(F)F)cc1	?	5%	1%	2%	4%	0.8	-0.2	-6
OC(c1cc(Cl)cc(Cl)c1)c1ncc(-c2ccccc2C(F)(F)F)[nH]1 (configuration not stated)	4%	-7%	-3%	3%	-14%	0.3	2.6	14
CCn1c2ccccc2c2cc(N)ccc21	-17%	3%	0%	-5%	-7%	-0.3	2.5	-23
O=C1CCN(Cc2ccccc2)C=C1c1ccc(Cl)cc1	-16%	-23%	-25%	10%	-8%	-3.1	-1.4	-7
CC12CC(c3ccccc3O1)N(C(=O)c1ccco1)C(=S)N2c1ccccc1 (configuration not stated)	-2%	-9%	-1%	11%	0%	2.2	-1.3	0
CCOC(=O)c1nnn(-c2nonc2-n2cccc2)c1-c1cccc([N+](=O)[O-])c1	-6%	3%	11%	6%	4%	-0.2	-22	-6
COc1ccccc1N1CC(C(=O)Nc2ccccc2N2CCCC2)CC1=O (configuration not stated)	1%	3%	-1%	-8%	-2%	1.0	-0.3	0
COC(=O)c1c(/N=C/NOCc2ccc(Cl)cc2)sc2c1CCN(c1ncc(C(F)(F)F)cc1Cl)C2	3%	5%	0%	-10%	-1%	1.0	-5.2	-6
O=C(/C=C\Nc1ccc(Cl)cn1)c1ccc(Br)cc1	0%	-4%	6%	0%	-3%	8.9	-1.7	-1
COc1ccc(-c2nnc(SCc3nnc(-c4ccccc4)o3)n2C)cc1OC	0%	0%	9%	-1%	-21%	-1.5	-0.1	7
Cc1cccc(-n2c(SC(C)C(=O)O)nc3sc4c(c3c2=O)CCCC4)c1 (configuration not stated)	-4%	5%	-10%	12%	-6%	-2.3	-1.6	-4
O=C(CSc1n[nH]c(-c2ccco2)n1)Nc1sc2c(c1C(=O)Nc1ccccc1)CCCC2	-10%	-8%	-6%	9%	0%	1.6	-0.7	0
CCCC(=O)Nc1ccc(C(=O)n2ccc(C)n2)cc1	1%	4%	0%	6%	-16%	1.1	-2.6	-10
CS(=O)(=O)N1CCN(C(=O)Nc2ccccc2)CC1	-11%	0%	6%	12%	-24%	-3.3	-2.6	-7
CC(C)(C)S(=O)N1Cc2cc(C(=O)NCC(F)(F)F)nc(-c3cccc(-c4cccc(F)c4)c3)c2[C@@H]1CCO (some centres not stated)	3%	-14%	-4%	-23%	-21%	-0.8	0.9	13
Clc1ccc(-c2c[n+]3c(n2-c2ccccc2)SCC3)cc1	-2%	3%	4%	6%	1%	-0.7	-0.2	4
O=C(CN1CCCc2ccccc21)Nc1cc(S(=O)(=O)N2CCCC2)ccc1Cl	-6%	-10%	10%	5%	0%	-0.4	-0.5	-1
CC(/C=C1\N=C(SCc2ccccc2)SC1=O)=C\c1ccccc1	-18%	-28%	5%	16%	12%	-1.1	0.3	0
Cc1ccc(C2C(C#N)=C(N)N(c3ncn[nH]3)C3=C2C(=O)CC(C)(C)C3)cc1 (configuration not stated)	-1%	-8%	12%	7%	-13%	-0.5	-0.2	11
Cc1ccc(O)c(C(=O)c2cc(C#N)c3nc4ccccc4n3c2)c1	54%[activator]	?	9%	?	7%	9.9	-0.4	3
CCCCN(c1ccccc1)S(=O)(=O)c1cccc(C(=O)Nc2c(C)n(C)n(-c3ccccc3)c2=O)c1	-9%	-5%	4%	8%	-3%	-4.7	-3.6	4
COc1ccc(-c2c(C(=O)c3ccc(Br)cc3)[nH]c(N)c2C(=O)c2ccccc2)cc1OC	-2%	-5%	3%	2%	-14%	-0.8	0.6	0
Cc1ncc([N+](=O)[O-])n1S(=O)(=O)c1cc(Br)ccc1Br	-11%	-1%	8%	11%	-26%	-0.2	0.6	9
CC(C)CNC(=O)C(=O)NN=C1CCCCCC1	1%	1%[57.1 µM]	-5%	-5%	2%	-2.3	0.5	-4
C=CCn1c(SCC(=O)Nc2ccccc2C)nc(O)cc1=O	-1%	3%	10%	-3%	-23%	-0.5	-0.9	7
CC(C)Nc1nnc(SC(C)C(=O)Nc2ccc(N3CCOCC3)cc2)s1 (configuration not stated)	-6%	4%	-3%	6%	-9%	0.1	-5.0	2

Single values from the entries so far:
Entry for CCCC(=O)Nc1ccc(C(=O)n2ccc(C)n2)cc1 under EPAC1 ag: 0%
Entry for CCn1c2ccccc2c2cc(N)ccc21 under EPAC1 ag: 0%

4 compounds from above, arranged by length of the SMILES, descending.
SMILES	PLK1 PBD block	WRN helicase inh	EPAC1 ag	EPAC2 ag	EPAC1 antag	IL-2 act	CCT modulator	PI5P4K alpha inh
COc1ccc(-c2c(C(=O)c3ccc(Br)cc3)[nH]c(N)c2C(=O)c2ccccc2)cc1OC	-2%	-5%	3%	2%	-14%	-0.8	0.6	0
CC(C)Nc1nnc(SC(C)C(=O)Nc2ccc(N3CCOCC3)cc2)s1 (configuration not stated)	-6%	4%	-3%	6%	-9%	0.1	-5.0	2
CS(=O)(=O)N1CCN(C(=O)Nc2ccccc2)CC1	-11%	0%	6%	12%	-24%	-3.3	-2.6	-7
Cn1ccnc1SCC(=O)Nc1ccc(SC(F)F)cc1	?	5%	1%	2%	4%	0.8	-0.2	-6

Record cards (already shown). Values in the order: PLK1 PBD block | WRN helicase inh | EPAC1 ag | EPAC2 ag | EPAC1 antag | IL-2 act | CCT modulator | PI5P4K alpha inh
CS(=O)(=O)N1CCN(C(=O)Nc2ccccc2)CC1 as listed: -11% | 0% | 6% | 12% | -24% | -3.3 | -2.6 | -7
O=C(/C=C\Nc1ccc(Cl)cn1)c1ccc(Br)cc1 as listed: 0% | -4% | 6% | 0% | -3% | 8.9 | -1.7 | -1

A portion of the library; count on the stated rates, not on these rows.
